Bioassay records deposited in PubChem by several laboratories.
OX1R antag-1: OX1R (HCRTR1) antagonists, primary screen, fluorescence, CHO/OX1R cells, Fluo-8 calcium, orexin A. inhibition, % at 5 µM. AID 434989, 2010. actives 0.43% (n = 330,000). Orexin/Hypocretin receptor type 1 (Homo sapiens), O43613. Fluo-8 calcium fluorescence;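 active means inhibition above its plate's threshold, mean inhibition of all tested compounds on the plate plus 3 SD, cut at about 37% in these data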;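 further: 0% = orexin A challenge wells and 100% = SB-334867-A antagonist wells; not every result past the cut was called active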
Target sequence (O43613 whole entry, looked up): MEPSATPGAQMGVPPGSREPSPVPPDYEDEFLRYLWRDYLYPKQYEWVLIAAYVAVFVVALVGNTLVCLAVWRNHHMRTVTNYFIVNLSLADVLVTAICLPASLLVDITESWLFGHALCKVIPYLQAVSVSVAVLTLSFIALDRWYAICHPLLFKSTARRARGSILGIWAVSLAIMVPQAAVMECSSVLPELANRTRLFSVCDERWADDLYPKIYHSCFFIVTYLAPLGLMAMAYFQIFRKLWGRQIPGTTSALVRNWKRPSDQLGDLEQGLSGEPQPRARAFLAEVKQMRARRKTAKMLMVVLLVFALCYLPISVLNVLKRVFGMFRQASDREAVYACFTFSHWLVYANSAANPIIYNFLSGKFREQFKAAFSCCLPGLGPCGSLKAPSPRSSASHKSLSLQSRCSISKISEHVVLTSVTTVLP
OX1R antag-2: antagonists of human orexin 1 receptor (OX1R). inhibition, % at 6.6 µM. OX1R-expressing cells, FRET antagonist read-out. AID 485270, 2010. actives 1.8% (n = 330,000). Orexin/Hypocretin receptor type 1 (Homo sapiens), O43613; in the data active means inhibition mostly above about 38%, no sharp cut-off; inactive means mostly below about 40%;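 further: 0% = agonist challenge alone and 100% = reference antagonist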
CHT allo act: CHT positive allosteric modulators, primary screen, cell-based, membrane potential dye, choline EC20 | CHT-expressing cells; active compounds read high; LV-AA mutant CHT in HEK293 cells | B-score at 10 µM | actives 0.49% (n = 310,000) | AID 488977, 2010;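 active means initial fluorescence not abnormally high and integrated response B-score, plate-corrected, over 3 SD above library mean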
Numbers without * were called inactive; i = inactive; x = not tested or not shown.

Below each SMILES – OX1R antag-1	OX1R antag-2	CHT allo act
1) O=C(N/N=C/c1ccc([N+](=O)[O-])o1)c1cccc(S(=O)(=O)N2CCOCC2)c1
  -12	45*	i
2) Cc1cccc(NC(=O)C2CC(=O)NC(Nc3nc4ccccc4s3)=N2)c1 (centres undefined)
  -3	15	i
3) COCCNC(=O)CSc1nc2ccccc2c(=O)n1CC1CCCO1 (centres undefined)
  -1	10	i
4) Cc1ccccc1CSc1nnc(-c2ccccn2)n1C
  7	10	i
5) O=C(COC(=O)C1(c2ccc(F)cc2)CCCC1)N1CCN(C(=O)c2ccco2)CC1
  -23	5	i
6) Cc1ccn2c(=O)c(C(=O)NCCN3CCOCC3)c(O)nc2c1
  -6	12	i
7) O=C(NCc1ccccc1)c1ccc(-c2ccc(F)cc2)o1
  -35	32	i
8) O=c1[nH][nH]c(=O)c2cc(N3CCCC3)ccc12
  -6	4	i
9) COc1cc(C#Cc2c(-c3cncn3C)n(C)c3ccc(-c4ccc5cc[nH]c5c4)cc23)cc(OC)c1
  17	3	x
10) CCN(CC(=O)Nc1ccc(C(=O)OC)cc1)Cc1ccccc1
  -26	25	i
11) CCCCNC(=S)Nc1ccc2[nH]c(=O)[nH]c2c1
  5	13	i
12) COc1ccc(NC(=O)N2CCn3c2nc2ccccc23)cc1
  -32	14	i
13) O=C(c1cn(-c2ccccc2)nc1-c1ccccc1)N1CCN(c2ccccn2)CC1
  -31	7	i
14) C=CCOC(=O)C(C#N)c1nc2ccccc2nc1N1CCC(C(=O)OCC)CC1 (centres undefined)
  -31	11	i
15) O=C1NC[C@H](c2ccccc2)N(CCc2cccc3ccccc23)C1=O
  -21	59	i
16) CC1CN(C(=O)c2cc([N+](=O)[O-])cc([N+](=O)[O-])c2)CC(C)O1 (centres undefined)
  -21	62*	i
17) O=C(O)c1ccccc1SCc1cn2ccccc2n1
  9	3	i
18) Cn1c(=O)[nH]c(=O)c2c1nc(N1CCCC1)n2CC(O)COc1ccccc1 (centres undefined)
  -3	6	i
19) O=C(Cn1cnc2cc([N+](=O)[O-])ccc2c1=O)NCCc1ccc(F)cc1
  -14	42	i
20) CCOC(=O)c1cc(S(=O)(=O)N(C)Cc2ccccc2)cn1C
  -17	6	i
21) CCCc1cc(=O)[nH]c2nnc(SCC(=O)Nc3ccc(NC(C)=O)cc3)n12
  7	15	i
22) Cc1nc2ccc(S(=O)(=O)NCC(=O)N(C)Cc3ccccc3)cc2s1
  -10	26	i
23) COc1ccccc1NC1=C(N2CCCCC2)C(=O)c2ccccc2C1=O
  7	79*	i
24) CC(C)C[C@@H](CO)N1CCN(Cc2ccccc2)CCC1=O
  1	12	i
25) CCOc1ccccc1NC(=S)N1CCCc2ccccc21
  -10	0	i
26) Cc1nc2c3ccccc3nc(NNC(=O)CCC(=O)NC(C)C)n2n1
  -11	1	i
27) Cc1c(NC(=O)C(C)OC(=O)COc2ccc(C#N)cc2)c(=O)n(-c2ccccc2)n1C (centres undefined)
  -14	5	i
28) O=C(COC(=O)c1ccc(O)cc1)Nc1nccs1
  -17	3	i
29) COc1cc(C)ccc1OCc1cc(C(=O)N2CCCCCCC2)no1
  -30	-7	i
30) Cc1nnc(NC(=O)c2ccc3c(c2)C(=O)N(CCC(C)C)C3=O)s1
  -3	13	i
31) CCCCOc1ncnc2c1[nH]c1ccc(F)cc12
  39	34	i
32) Cc1ccc(C(=O)Nc2cc(Cl)ccc2OC(=O)c2ccc(C)cc2)cc1
  6	25	i
33) COc1ccc2nc3oc(C(=O)N4CCN(c5ccccc5F)CC4)cc3cc2c1
  -21	7	i
34) CCNC(=O)CC1SC(=Nc2ccc(Cl)cc2)N(CC)C1=O (centres undefined)
  4	9	i
35) COc1ccc(CC(NC(C)=O)C(=O)NC2CCN(C(=O)C3CCCCC3)CC2)cc1OC (centres undefined)
  -1	32	i
36) Cn1nnnc1SCCNC(=O)C1CCC(=O)N(Cc2ccccc2F)C1 (centres undefined)
  -7	16	i
37) CCN1C(=NCCOC)N[C@@H](c2ccccc2)[C@H](C(=O)OC)[C@H]1C
  -1	1	x
38) Cc1ccc(Nc2nc(COC(=O)COc3ccc(C=O)cc3)cs2)cc1
  -2	11	i
39) CCC(C)N(NC(C)=O)c1nc(Cl)nc(NC(C)C)n1 (centres undefined)
  -3	32	i
40) Cc1cccc(NC(=O)C2C3CCC4C(CCC32)C4(Cl)Cl)c1 (centres undefined)
  -18	18	i
41) CCn1cc(C(=O)N[C@H](C(=O)O)C(C)C)c(=O)c2cc3c(cc21)OCO3
  -13	-4	i
42) CCOC(=O)c1ccc(NC(=O)Cn2cccc2)cc1
  -7	4	i
43) CN=C(NC)SC1CC(=O)N(c2ccccc2)C1=O (centres undefined)
  -5	18	i
44) CCN(C(=O)CSc1nnc(Nc2ccc(OC)cc2)s1)C1CCS(=O)(=O)C1 (centres undefined)
  -36	13	x
45) CSc1ccc(/C=C2\C(=N)N3N=C(CC(=O)N4CCOCC4)SC3=NC2=O)cc1
  4	11	i
46) CC(C)(Oc1ccc(Cl)cc1)C(=O)NC1CC1
  -6	9	i
47) Cc1ccc(C2CC(=O)Nc3cc4c(cc32)OCCO4)s1 (centres undefined)
  -2	7	i
48) CC(C)(C)c1ccc(/C=N/NC(=S)Nc2cccnc2)cc1
  -24	16	i
49) O=C(Cc1ccc(Cl)c(Cl)c1)Nc1ccc2[nH]c(=O)[nH]c2c1
  0	33	i
50) O=C(NCc1ccco1)C(c1ccccc1F)N(Cc1cccnc1)C(=O)Cn1nnc2ccccc21 (centres undefined)
  -13	6	i
51) COc1ccc(NC(=O)c2ccc(Br)o2)c([N+](=O)[O-])c1
  -10	18	i
52) CSc1ncccc1C(=O)Nc1cccc(S(=O)(=O)N2CCCC2)c1
  3	15	x
53) Nc1ccc(-c2cc(-c3cccc(N)c3)nc(-c3ccccc3)n2)cc1
  9	1	i
54) COc1ccc(-c2cc(C(=O)N(C)Cc3nc4ccccc4c(=O)[nH]3)c3ccccc3n2)cc1OC
  23	13	x
55) O=C1/C(=C/c2ccc(Br)cc2)Oc2cc(O)ccc21
  3	18	i
56) CCOc1ccc(C(=O)NCC(=O)OCCCC(=O)c2ccc(F)cc2)cc1OCC
  -12	3	x
57) Cc1nc2ncc(Br)cc2[nH]1
  4	9	i
58) O=C(COc1ncnc2sccc12)Nc1cccc(S(=O)(=O)N2CCOCC2)c1
  -2	-1	x
59) S=C(NCCCN1CCOCC1)NC1CC1
  -6	12	i
60) Cc1ccccc1C(=O)NNC(=O)/C=C\C(=O)O
  -1	19	i

Further compounds
Below each SMILES – OX1R antag-1	OX1R antag-2	CHT allo act
61) CC1(C)CC(=O)c2cc(NC(=O)c3ccc(F)cc3)c(=O)oc2C1
  -4	27	i
62) O=C(COC(=O)c1cnccn1)Nc1ncc(C(F)(F)F)cc1Cl
  -12	7	x
63) CCOC(=O)C(NCc1ccccn1)(NC(=O)c1cccnc1)C(F)(F)F (centres undefined)
  -11	7	i
64) CC1(C)Cc2c(sc3nc4n(c(=N)c23)CCCCC4)CO1
  -14	18	7.4*
65) O=C(CSc1n[nH]c(-c2ccccc2O)n1)N1CCCc2ccccc21
  -35	32	i
66) Cc1ccc2c3c1C1(C(=O)N3C(C)(C)CC2C)C(C#N)=C(N)Oc2cc(O)ccc21 (centres undefined)
  -23	15	i
67) Cc1ccc2nc(NC(=O)CN3C(=O)NC4(CCCCC4)C3=O)sc2c1
  -20	23	i
68) Cn1ncn2c(=O)c3c(nc12)-c1ccccc1CC31CCCC1
  -24	12	i
69) Cc1ccc(Cn2c(N)c(S(=O)(=O)c3cccs3)c3nc4ccccc4nc32)cc1
  -12	14	i
70) COc1ccc(/C=N/NC(=O)CNc2n[nH]c(=O)[nH]c2=O)cc1OC
  9	12	i
71) COc1ccc(N2CCN(S(=O)(=O)c3ccc(OC)c(C(=O)N4CCCC4)c3)CC2)cc1
  -15	13	i
72) Cc1cc2[nH]c(=O)c(=O)[nH]c2cc1S(=O)(=O)Nc1cccc(C)c1C
  -8	9	i
73) C/C=C(/C)C(=O)Nc1cccc(C2=NOC3(C2)C[C@H](C(N)=O)N(C(=O)c2ccccc2)C3)c1 (some centres undefined)
  -6	23	i
74) Cc1nccn1CCCNC(=O)CC1C(=O)NCCN1Cc1ccc(F)cc1Cl (centres undefined)
  -4	12	i
75) CC(C)c1ccc(NC2CCCN(C(=O)c3cccc(N4CCNC4=O)c3)C2)cc1 (centres undefined)
  -15	10	i
76) COC(=O)C1=CN(C(C)C)C=C(C(=O)OC)C1c1cccc(OC)c1
  -9	23	i
77) Cc1cc(NC(=O)CCC(=O)N(c2cccc(F)c2)C(C(=O)NC2CCCC2)c2ccc(C)o2)no1 (centres undefined)
  -36	20	i
78) Cc1[nH]c(=O)c(C(=O)/C=C/c2ccccc2F)c2c1CCCC2
  -13	8	i
79) CC(=O)NS(=O)(=O)c1ccc(NC(=O)c2ccc(NC(=O)c3cccs3)cc2)cc1
  8	4	x
80) N#Cc1cc([N+](=O)[O-])cnc1NCC(O)CO (centres undefined)
  -14	39	i
81) CC(C)NC(=O)NC(=O)CSc1nnc(C(F)(F)F)n1C
  2	-2	i
82) COc1ccc(N(CC(=O)NCc2ccccc2)C(=O)CCC(=O)Nc2cc(C)ccn2)c(OC)c1
  -34	11	i
83) Cc1ccc(NC(=O)C(C)OC(=O)CCC2CCCCC2)cc1 (centres undefined)
  -19	4	i
84) O=C(CNC(=S)N(Cc1ccccc1)Cc1cccnc1)NC1CCCCC1
  -7	13	i
85) Cc1nn2c(-c3ccccc3)nnc2c2ccccc12
  -13	64*	i
86) Cc1cccc(C(=O)NC2CCN(CC(=O)Nc3ccc4c(c3)OCO4)CC2)c1
  -14	6	i
87) CC1=C(C(=O)OCC2CCCO2)C(c2ccccc2Cl)NC(=O)N1 (centres undefined)
  -8	9	i
88) C[C@@H]1CN([C@H](C)CO)C(=O)c2cccc(NS(=O)(=O)c3cccs3)c2O[C@H]1CN(C)Cc1ccccc1
  19	19	x
89) CCOC(=O)c1c(C)[nH]c(C)c1C(=O)COC(=O)c1ccc(Cl)c(S(N)(=O)=O)c1
  -16	29	i
90) CCCS(=O)(=O)N1CCCC(C(=O)NCc2ccco2)C1 (centres undefined)
  -23	14	i
91) CC(C)CCN1CC(C(=O)NC(C)C)CC1=O (centres undefined)
  2	7	i
92) COc1cc2c(cc1NCc1ccc3c(c1)OCO3)oc1ccccc12
  -24	14	i
93) CCOC(=O)CSc1nnc(CSc2nc3sc4c(c3c(=O)[nH]2)CCC4)n1C
  -15	4	i
94) Cc1ccc(-n2nc(C)c(/C=N/NC(=O)c3cccnc3)c2Cl)cc1
  -20	18	i
95) O=C(Nc1nccs1)c1cc(S(=O)(=O)N2CCCCC2)ccc1Cl
  -35	24	i
96) COc1ccccc1C(=O)COC(=O)c1ccc(N(C)C)cc1
  30	34	i
97) Cc1noc(C)c1CSc1ncnc2sc3c(c12)CCCCC3
  -16	13	i
98) CC(C)(C)N1NC(=O)Nc2ccccc2C1=O
  -14	-6	i
99) CCOc1ccc(N(CC)S(=O)(=O)c2cccc3nsnc23)cc1
  -22	21	i
100) CCCCn1c(N)c(N(CC)C(=O)CSc2nnc(-c3ccco3)n2CC)c(=O)[nH]c1=O
  4	6	i
101) CCn1c(=S)[nH]c2nc3c(cc2c1=O)CCCC3
  -20	5	i
102) CCC(C)NC(=O)c1cc(-c2ccccc2O)on1 (centres undefined)
  1	0	i
103) CC1(C)CC(=O)c2c(Cc3ccccc3)noc2C1
  -4	38	i
104) Cc1nc(Cl)sc1C(=O)O
  -6	2	i
105) Cc1ccc(NC(=O)CSCc2cc(=O)n3ccsc3n2)cc1
  -2	1	i
